PP1 inh – counter-screen for PP5 inhibitors: inhibitors of human PP1-alpha; P62136; purified PP1alpha, OMFP fluorescence; inhibition, % at 6.7 µM; 0.9% of 320,000 active; AID 2235;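 active = inhibition above the mean inhibition of all tested compounds plus 3 SD, computed separately for each screening campaign, cut at about 15% in these data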
Target sequence (P62136 whole entry, looked up): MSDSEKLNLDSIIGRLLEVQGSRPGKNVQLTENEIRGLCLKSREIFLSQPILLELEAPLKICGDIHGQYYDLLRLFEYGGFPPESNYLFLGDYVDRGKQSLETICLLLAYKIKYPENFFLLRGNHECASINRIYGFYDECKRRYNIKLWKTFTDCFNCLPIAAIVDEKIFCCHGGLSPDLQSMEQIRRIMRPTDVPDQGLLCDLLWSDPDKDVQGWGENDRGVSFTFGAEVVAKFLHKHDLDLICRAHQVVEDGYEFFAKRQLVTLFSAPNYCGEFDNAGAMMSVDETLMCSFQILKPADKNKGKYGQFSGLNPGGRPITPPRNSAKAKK
TPT1 inhibitor – C. albicans TPT1 enzyme inhibition | recombinant caTPT1, FP RNA substrate dephosphorylation | inhibition, % at 5 µM | 0.81% of 300,000 active | AID 1962;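 active = inhibition above the mean of all tested compounds plus 3 SD, set per screening campaign, cut at about 24% in these data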;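 note: plate controls were DMSO alone for no effect and ferristatin control at 100 nM for full effect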
PP5 primary – PP5 (human) phosphatase inhibition; P53041; purified PP5c, OMFP substrate fluorescence; inhibition, % at 6.7 µM; 0.18% of 320,000 active; AID 1987;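 active = inhibition above the campaign's mean inhibition across all tested compounds plus 3 SD, cut at about 9.5% in these data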;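 note: 0% = DMSO only and 100% = 100 µM cantharidin control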
Target sequence (P53041 whole entry, looked up): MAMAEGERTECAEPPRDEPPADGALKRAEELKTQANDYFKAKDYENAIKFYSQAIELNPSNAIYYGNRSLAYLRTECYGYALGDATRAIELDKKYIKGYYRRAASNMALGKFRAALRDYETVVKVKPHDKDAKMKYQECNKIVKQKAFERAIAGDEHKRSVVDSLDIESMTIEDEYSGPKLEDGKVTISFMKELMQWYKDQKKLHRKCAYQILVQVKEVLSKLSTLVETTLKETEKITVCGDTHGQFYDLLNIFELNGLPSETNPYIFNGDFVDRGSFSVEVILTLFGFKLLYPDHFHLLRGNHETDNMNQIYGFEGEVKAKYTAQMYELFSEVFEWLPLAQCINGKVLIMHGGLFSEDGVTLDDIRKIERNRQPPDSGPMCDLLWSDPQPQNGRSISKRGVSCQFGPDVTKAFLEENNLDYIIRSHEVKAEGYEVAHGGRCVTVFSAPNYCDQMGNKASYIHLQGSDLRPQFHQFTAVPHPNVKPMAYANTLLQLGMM
EBNA-1 inhibitor – blocks EBNA-1 binding to DNA | EBNA-1 DNA binding, fluorescence polarization | inhibition, % at 14.8 µM | 0.34% of 300,000 active | AID 1950; in the data active = inhibition above about 28%
CR mimetic SO – lowers age-related superoxide in aged yeast cells; S. cerevisiae aged cells, superoxide DHE fluorescence; stronger effect = lower value; superoxide response (% of plate mean), % at 10 µM; 0.18% of 330,000 active; AID 2690;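 active = superoxide response under a set limit, about three screen SD below normal, cut at about 65% in these data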;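 note: yeast aged for seven days with compound at 30 °C before DHE staining; 100% = average MFI of all compound-treated wells on the plate with controls excluded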
CTSL1 counter – cathepsin L1 inhibition, PFM18AAP counter-screen; recombinant F. hepatica cathepsin L1, Z-Leu-Arg-MCA fluorescence; inhibition, % at 5.96 µM; 0.49% of 300,000 active;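 active = inhibition above the mean of all tested compounds plus 3 SD, set per screening campaign, cut at about 17% in these data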;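 note: 0% = plate median of test compound wells and 100% = 1 µM Z-Phe-Ala-diazomethylketone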
core dimer inh – HCV core protein dimerization inhibition; TR-FRET GST/Flag-core106 dimerization, 1536-well; inhibition, % at 5 µM; 0.33% of 300,000 active; AID 1899;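 active = inhibition above the mean of all tested compounds plus 3 SD, set per screening campaign, cut at about 45% in these data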
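test system = GST/Flag-tagged HCV core106 proteins | probe or stimulus = Eu donor and XL665 acceptor anti-tag antibodies | times = compound-protein-antibody incubation 4 h at 22.5 °C | signal = TR-FRET, excitation 340 nm, emission 617 and 671 nm | measure = percent inhibition of core106 dimerization signal | controls = wells lacking GST-core106 and wells with excess unlabelled core106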
ZTA counter – ZTA (EBV) inhibition in EBNA-1 counter-screen | AID 2234 | 0.15% of 320,000 active | P03206 | inhibition, % at 11 µM | ZTA-DNA binding, fluorescence polarization; in the data active = inhibition above about 33%
GASC-1 inh – inhibitors of human GASC-1 (JMJD2C) demethylase | AID 2099 | Q9H3R0 | 0.069% of 330,000 active | inhibition, % at 2.35 µM | GST-JMJD2C(1-420) H3K9me3 demethylation, DELFIA europium;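 active = more than half of a compound's replicate wells show inhibition beyond 50%, single wells judged on their own value; inconclusive = some, but no more than half, of replicates pass 50% inhibition; inactive = no replicate passes 50% inhibition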;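 note: signal counts dimethyl H3K9 product captured on neutravidin plate; 0% = median of DMSO wells and 100% = 0.3 times that DMSO median; strong numbers were not always called active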
Numbers without * were called inactive; ? = inconclusive; nt = no result given.

cpd	Molecule	PP1 inh	TPT1 inhibitor	PP5 primary	EBNA-1 inhibitor	CR mimetic SO	CTSL1 counter	core dimer inh	ZTA counter	GASC-1 inh
1	CCOC(=O)CSc1nnc(Cc2ccc(OC)cc2)n1-c1ccccc1	0	-4	0.4	16	96	1	4	15	0
2	CCc1ccccc1N1C(=O)C2CC(C)=C(C)CC2C1=O (centres undefined)	-5	1	-0.8	-6	87	-3	-1	7	4
3	CCN(C(=O)CSc1ncn[nH]1)C1CCCCC1	1	-1	0.5	3	90	-3	-1	-4	-2
4	CCOC(=O)c1cnc(SC)nc1Oc1cccc(NC(=O)c2ccc(C)cc2)c1	-2	1	2.2	-13	95	0	-7	-6	6
5	O=C(CN1CCOCC1)Nc1ccc(Cl)c(Cl)c1	-1	3	1.8	-3	100	0	-3	-12	-1
6	CCCCOC(=O)c1ccc(NC(=O)C(=O)NCc2ccco2)cc1	-1	-1	1.5	1	113	-1	1	1	6
7	CC(=O)NC(=S)Nc1ccc(NC(=O)COc2ccc(Cl)cc2Cl)cc1	3	3	3.3	0	103	1	4	16	4
8	CC(C)C(NC(=O)c1ccco1)C(=O)NC1CCCCCC1 (centres undefined)	1	2	0.2	7	108	-1	-1	-13	4
9	CN(CC(=O)O/N=C(\N)c1cccc([N+](=O)[O-])c1)S(=O)(=O)c1ccccc1	1	-2	2.5	12	99	-39	5	-1	5
10	COc1cccc(CN2CCNC(=O)C2CC(=O)N(C)CCC2CCOCC2)c1OC (centres undefined)	0	-6	1.8	-3	90	3	-4	-4	7
11	FC(F)(F)c1cnc(-n2cc[nH]c2=S)c(Cl)c1	-2	0	0.5	1	108	1	1	-5	9
12	COc1ccc(CN2C(=O)C(C)S/C2=N/N=C/c2ccco2)cc1 (centres undefined)	-4	0	0.3	-2	101	3	3	7	-18
13	O=C(N/N=C/c1cccc([N+](=O)[O-])c1O)c1cccs1	4	-3	3.2	-13	113	1	-18	-13	-1
14	Cc1cccc(NC2=C(C#N)C(=O)NC3(CCCC3)S2)c1	6	-2	0.8	8	89	6	1	14	9
15	COc1cccc(CN(C)CC(=O)Nc2cccc(S(N)(=O)=O)c2)c1OC	-1	-2	-0.5	-11	100	-1	3	-9	-5
16	COc1ccccc1NC(=O)COC(=O)c1ccccc1C(=O)N1CCN(c2ccccc2)CC1	3	-13	-2.0	-7	91	-2	5	-8	-2
17	COc1cccc(-c2ccc(=O)n(CC(=O)Nc3cc4c(cc3NC(C)=O)OCCO4)n2)c1	-1	-2	2.2	1	110	-1	-3	-9	6
18	Cc1cc(NC(=O)/C=C/c2ccccc2Cl)no1	5	1	-1.6	-5	88	0	3	7	-7
19	O=C(O)/C=C/c1ccc(Cn2ccnc2)cc1	1	-2	0.1	10	98	-2	-21	-3	11
20	O=C(Nc1ccc(N2CCOCC2)c(Cl)c1)c1ccco1	-2	-4	0.0	7	112	3	0	9	10
21	O=C(O)CCc1ccc(-c2cccs2)n1CCc1ccccc1	0	1	0.9	6	98	2	0	-7	88
22	CCCOc1c(OC)cccc1C1CC(=O)Nc2cc3c(cc21)OCCO3 (centres undefined)	6	-1	2.0	-6	113	0	17	4	2
23	CC1(C)Cc2c(cnn2-c2ccccc2)-c2c1c1ccccc1n2CC(O)CBr (centres undefined)	1	-3	3.7	-10	111	2	18	-15	-3
24	O=C(Nc1nnc(C2CCCO2)s1)c1ccc(Br)cc1 (centres undefined)	-6	-1	4.9	1	116	0	3	-1	2

Reformatted with values under each structure: entries from further up.
Under each structure: PP1 inh, TPT1 inhibitor, PP5 primary, EBNA-1 inhibitor, CR mimetic SO, CTSL1 counter, core dimer inh, ZTA counter, GASC-1 inh
16: COc1ccccc1NC(=O)COC(=O)c1ccccc1C(=O)N1CCN(c2ccccc2)CC1
    3, -13, -2.0, -7, 91, -2, 5, -8, -2
17: COc1cccc(-c2ccc(=O)n(CC(=O)Nc3cc4c(cc3NC(C)=O)OCCO4)n2)c1
    -1, -2, 2.2, 1, 110, -1, -3, -9, 6
18: Cc1cc(NC(=O)/C=C/c2ccccc2Cl)no1
    5, 1, -1.6, -5, 88, 0, 3, 7, -7
19: O=C(O)/C=C/c1ccc(Cn2ccnc2)cc1
    1, -2, 0.1, 10, 98, -2, -21, -3, 11
20: O=C(Nc1ccc(N2CCOCC2)c(Cl)c1)c1ccco1
    -2, -4, 0.0, 7, 112, 3, 0, 9, 10
21: O=C(O)CCc1ccc(-c2cccs2)n1CCc1ccccc1
    0, 1, 0.9, 6, 98, 2, 0, -7, 88
22: CCCOc1c(OC)cccc1C1CC(=O)Nc2cc3c(cc21)OCCO3 (centres undefined)
    6, -1, 2.0, -6, 113, 0, 17, 4, 2
23: CC1(C)Cc2c(cnn2-c2ccccc2)-c2c1c1ccccc1n2CC(O)CBr (centres undefined)
    1, -3, 3.7, -10, 111, 2, 18, -15, -3
24: O=C(Nc1nnc(C2CCCO2)s1)c1ccc(Br)cc1 (centres undefined)
    -6, -1, 4.9, 1, 116, 0, 3, -1, 2

Following part:
cpd	Molecule	PP1 inh	TPT1 inhibitor	PP5 primary	EBNA-1 inhibitor	CR mimetic SO	CTSL1 counter	core dimer inh	ZTA counter	GASC-1 inh
25	O=c1[nH]c(N2CCOCC2)nc2c1CCCC2	-1	3	-1.5	8	104	1	1	24	-6
26	CN(C)c1cccc2c1c(NC(=O)c1ccc(Cl)cc1)nn2C	0	0	0.1	-5	97	-1	2	6	3
27	COc1cccc(-n2nnnc2SCC(=O)NC2CCCCC2)c1	3	-2	0.0	5	101	-1	-12	-24	-5
28	CCOC(=O)N1CCN(C(=O)CSc2nc3c(cnn3-c3ccc(C)cc3)c(=O)[nH]2)CC1	0	-3	0.4	4	96	4	-9	4	1
29	CC(C)C(=O)NNC(=O)CC(=O)Nc1ccccc1C(=O)O	-2	0	-0.9	-6	91	1	-1	6	11
30	Nc1ccc2nc(Cc3ccccc3)[nH]c2c1	0	3	1.7	-10	100	2	1	-8	-5
31	C#CCSc1nc(Cc2ccc(Cl)cc2)nc2ccccc12	4	3	3.1	2	100	1	6	5	-1
32	CNC(=O)c1c(NC(=O)c2ccc(S(=O)(=O)N3CCCc4ccccc43)cc2)sc2c1CCN(C)C2	1	103*	2.6	0	113	3	6	12	5
33	Oc1cccc2ccc(/C=C/c3ccccc3Cl)nc12	19*	-3	1.0	-2	97	5	-13	3	2
34	CN(C)C(=O)c1ccccc1-c1ccccc1	2	-4	-1.0	-6	97	-1	-2	-16	12
35	CCOC(=O)c1cc(-c2ccc(Cl)cc2)nc2onc(C)c12	-1	-5	-1.0	-1	104	-1	8	12	10
36	Cc1cc(OCC(=O)N[C@@H](CSCc2ccccc2)C(=O)O)c2c(C)c(C)c(=O)oc2c1	1	-3	4.2	1	81	1	7	-14	2
37	Cc1ccnc(NC(=O)COC(=O)C2COc3ccccc3O2)n1 (centres undefined)	1	-3	4.8	-4	108	-9	-2	8	nt
38	CC(=O)OCC1OC(Nc2cccc(C)c2)C(OC(C)=O)C(OC(C)=O)C1OC(C)=O (centres undefined)	-5	1	0.7	5	107	-8	0	-3	-3
39	O=C(COC(=O)c1ccc(Br)o1)NCC1CCCO1 (centres undefined)	-4	-1	-0.3	9	86	-9	-2	5	-16
40	Brc1ccc(-c2nnc3ccc(Nc4ccccc4)nn23)cc1	0	6	-1.6	5	83	1	18	26	2
41	O=C(Cn1ncc2c3ccccc3n(Cc3ccccc3)c2c1=O)NCCCN1CCCC1=O	1	3	3.0	-11	109	-5	1	5	-16
42	CCCC(C)NC(=O)c1cc(C(=O)OC)cc([N+](=O)[O-])c1 (centres undefined)	0	3	-0.3	-15	112	-3	-6	-11	1
43	Fc1ccccc1Cn1nnc2c(NCc3ccccn3)ncnc21	0	-3	-1.2	7	87	0	1	10	-2
44	CC(C)(C)NCC(O)COCc1ccc(Cl)cc1 (centres undefined)	-3	5	1.0	-11	106	4	-2	5	7
45	O=C(CSc1ccc2c(c1)OCCO2)Nc1cccnc1	-3	-3	1.6	-5	91	-4	5	-7	39
46	CCOC(=O)c1cc(-c2ccc(Cl)cc2)nc2c1c(=O)[nH]c(=O)n2CCOC	3	1	1.7	-6	108	5	6	13	-5
47	CCC1(CC)NC(=O)N(CC(=O)OCC(=O)Nc2ccc(C(F)(F)F)cc2)C1=O	-4	0	-0.1	-18	99	-37	0	2	?
48	Oc1ccc(-c2csc(Nc3ccccn3)n2)c(O)c1	-3	3	2.6	-7	107	5	-5	5	4

49	COc1cccc(NC(=O)C(OC(=O)c2cnc(C)cn2)c2ccccc2)c1 (centres undefined)
50	CSc1ccc(CNC(C)(C)CO)cc1
51	COc1cc(NC(=O)CN2C(=O)c3ccccc3S2(=O)=O)c(OC)cc1Cl
52	CC/C(C)=N/Oc1nc(C)cc(C)n1
53	Cc1ccc(S(=O)(=O)N2CCOCC2)cc1NC(=O)COC(=O)c1cc[n+]([O-])cc1
54	CC(Cc1ccccc1)C(=O)Nc1ccccc1 (centres undefined)

screen / no.	49	50	51	52	53	54
PP1 inh	0	-6	-3	-4	-3	-1
TPT1 inhibitor	5	-2	-7	-2	nt	-1
PP5 primary	-2.2	1.0	-1.1	-0.7	0.0	-5.7
EBNA-1 inhibitor	2	8	0	-10	nt	-2
CR mimetic SO	104	92	104	101	100	97
CTSL1 counter	-21	1	4	-2	nt	5
core dimer inh	5	3	6	0	nt	-23
ZTA counter	12	0	1	-15	-1	-3
GASC-1 inh	1	-6	-239	0	-1	3

55	CC(C)(C)OC(=O)NNC(=S)NCc1ccc(Cl)cc1
56	O=S(=O)(c1ccccc1)c1nc(Nc2ccccc2N2CCOCC2)sc1Cl
57	Cc1cccc(C)c1NC(=O)CN(C)C(=O)c1ccc2c(=O)n3c(nc2c1)CCC3
58	COc1cc(C(=O)NCCN2C(=O)S/C(=C\c3cccs3)C2=O)cc(OC)c1OC
59	Cc1cc([N+](=O)[O-])nn1CCCC(=O)N1CCN(c2ccccc2)CC1
60	CN1CCN(c2ccc(CNS(=O)(=O)c3ccc(F)cc3Cl)cc2)CC1
61	CCCCn1cc2c(c1-c1cccc(C)c1)c(=O)n(C)c(=O)n2C
62	CSc1ccc(S(=O)(=O)NCC(=O)OCC(=O)N2CCCC2=O)cc1[N+](=O)[O-]
63	Cn1c(NCCO)nc2c1c(=O)n(Cc1cccc(Cl)c1)c(=O)n2C

screen / no.	55	56	57	58	59	60	61	62	63
PP1 inh	1	0	-1	0	-5	-3	-4	-2	-1
TPT1 inhibitor	-4	-3	nt	-2	-2	6	0	-3	-2
PP5 primary	3.3	0.9	-1.8	-1.0	-2.1	0.5	1.2	-0.4	-0.3
EBNA-1 inhibitor	1	11	nt	9	12	-1	2	0	-3
CR mimetic SO	93	104	65*	91	101	85	85	104	84
CTSL1 counter	-6	-4	nt	4	17	1	-2	-16	0
core dimer inh	0	-4	nt	4	15	1	0	1	-16
ZTA counter	-25	7	3	19	21	-2	20	13	-24
GASC-1 inh	0	-2	9	-10	6	4	-24	0	-20

Compound activity from PubChem BioAssay.
